# G9a block – blocks human histone lysine methyltransferase G9a | Q96KQ7 | G9a H3K9 monomethylation, AlphaScreen, 2 h | Potency, µM (highest dose often 102 µM), without a hit: at the top dose activity, negative = inhibition, actives largely listed as inhibitors | 8.8% of 350,000 active | AID 504332; further: potency means the concentration at half of the fitted maximal effect; on the % scale 0 is the no-effect control and ±100 the full control effect; nearly all actives have a fitted effect of over 75% in size
# Target sequence (Q96KQ7 913-1193 limits assumed): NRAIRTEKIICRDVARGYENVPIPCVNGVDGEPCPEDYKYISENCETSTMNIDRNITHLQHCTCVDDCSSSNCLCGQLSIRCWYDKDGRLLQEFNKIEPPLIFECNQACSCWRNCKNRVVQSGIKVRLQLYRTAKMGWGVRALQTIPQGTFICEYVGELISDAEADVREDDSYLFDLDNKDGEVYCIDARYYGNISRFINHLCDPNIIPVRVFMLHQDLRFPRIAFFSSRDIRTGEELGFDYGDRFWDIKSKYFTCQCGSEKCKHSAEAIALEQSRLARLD
#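 Using a bead-based AlphaScreen, monomethylated H3K9 product from 2 h room-temperature reactions (G9a 20 nM, peptide 500 nM, SAM 20 uM) was detected with 0.5 ug/mL rabbit anti-H3K9me1 antibody.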
# ERG-DNA inh – ERG Ets/DNA interaction inhibition. P11308. fluorescence polarization, His-ERG Ets domain / labelled DNA. Potency, µM (series often up to 76.9 µM), for the others: top-dose FP activity, negative = inhibition, most hits filed as inhibitors. 0.028% of 370,000 active; active means well fitted inhibition curve with a large enough effect in the polarisation, with a control signal flat; inconclusive means small, poorly fitted or top-dose-only effect, or effect the other way, or a change in a side signal; inactive means no such curve, though single readings can be large or run the other way; the % refers to the polarisation;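 further: polarization taken with two DNA probes labelled with fluorescein and Texas red; potency means the concentration at half of the fitted maximal effect; % of control where 0% means no effect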
#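 His-tagged ERG Ets domain (1 uM in the protein solution; 300mM KCl, 50mM Tris-HCl, 1mM EDTA, 1mM DTT, pH 7.5) received compound, then a probe mix of 5 nM fluorescein-DNA and 100nM Texas-615-DNA. Fluorescence polarization was read for both dyes.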
# JMJD2A Tudor – blocks the human JMJD2A Tudor domain; O75164; AlphaScreen JMJD2A-Tudor / H3K4me3 peptide binding; Potency, µM (top dose mostly 114 µM), for the others: at the highest dose activity change, negative = inhibition, actives largely listed as inhibitors; 4.4% of 390,000 active; further: potency means the concentration at half of the fitted maximal effect; on the % scale 0 is the no-effect control and ±100 the full control effect; nearly all actives have a fitted effect of over 50% in size
# BAZ2B block – inhibitors of human BAZ2B bromodomain; Q9UIF8; 4.4% of 360,000 active; AlphaScreen BAZ2B-H3K14Ac peptide displacement; Potency, µM (doses to about 114 µM), for the others: at the highest dose activity change, negative = inhibition, usual class: inhibitors; further: potency means the concentration at half of the fitted maximal effect; on the % scale 0 is the no-effect control and ±100 the full control effect; nearly all actives have a fitted effect of over 60% in size
#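 Complex of BAZ2B and biotin-H3K14Ac (50 nM apiece) forms over 30 min at RT, then faces library compounds up to 110 uM for another 30 min; AlphaScreen beads added, 20 min dark incubation, luminescence read.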
# HP1b chromo inh – blocks HP1-beta chromodomain binding to methylated histone tails. AlphaScreen HP1-beta / biotin-H3K9me3 peptide binding. Potency, µM (series often up to 114 µM), without a hit: at the top dose activity change, negative = inhibition, hits mostly inhibitors. 0.56% of 390,000 active; further: potency means the concentration at half of the fitted maximal effect; nearly all actives have a fitted effect of over 70% in size; inactives centre near 23
# Target sequence (P83916 whole entry, looked up): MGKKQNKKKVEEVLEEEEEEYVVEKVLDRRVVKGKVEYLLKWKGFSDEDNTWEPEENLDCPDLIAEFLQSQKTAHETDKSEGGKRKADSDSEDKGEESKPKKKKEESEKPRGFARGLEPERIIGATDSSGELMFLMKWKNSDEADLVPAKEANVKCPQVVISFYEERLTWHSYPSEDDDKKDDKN
#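 Compound inhibition of the preformed complex between 50 nM HP1-beta and 50 nM biotinylated H3K9me3 peptide was read by AlphaScreen. Buffer was PBS pH 7.4 with 0.01% Tween-20. Incubations ran 30 min at room temperature, with 10 ug/mL donor/acceptor beads.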
# ALOX12 inh – inhibitors of human 12S-lipoxygenase ALOX12. purified 12hLO, xylenol orange hydroperoxide absorbance. 1.1% of 580,000 active. P18054. Potency, µM (series often up to 108 µM), for the others: at the top dose activity change, negative = inhibition, usual class: inhibitors; further: potency means the concentration at half of the fitted maximal effect; on the % scale 0 is the no-effect control and ±100 the full control effect
#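 Purified human 12hLO at 150 nM in 25 mM Hepes, 0.01% Triton X-100, pH 7.0, preincubated 15 min at room temperature with compound. Reaction started with 40 uM arachidonic acid, 30 min at room temperature. Hydroperoxide measured by Fe-xylenol orange, 573/405 nm absorbance ratio.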
# PI4K2A inh – PI4K2A (human) kinase inhibition | Q9BTU6 | purified PI4K2A, ADP-Glo luminescence, 1 h; hits give low values | activity change, negative = inhibition, % at 76.9 µM | 0.13% of 420,000 active | AID 1346378; in the data active means activity change below about -50%; inconclusive means mostly about -30% to -49%;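 further: -100% = wells without enzyme as full effect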
# Target sequence (Q9BTU6 whole entry, looked up): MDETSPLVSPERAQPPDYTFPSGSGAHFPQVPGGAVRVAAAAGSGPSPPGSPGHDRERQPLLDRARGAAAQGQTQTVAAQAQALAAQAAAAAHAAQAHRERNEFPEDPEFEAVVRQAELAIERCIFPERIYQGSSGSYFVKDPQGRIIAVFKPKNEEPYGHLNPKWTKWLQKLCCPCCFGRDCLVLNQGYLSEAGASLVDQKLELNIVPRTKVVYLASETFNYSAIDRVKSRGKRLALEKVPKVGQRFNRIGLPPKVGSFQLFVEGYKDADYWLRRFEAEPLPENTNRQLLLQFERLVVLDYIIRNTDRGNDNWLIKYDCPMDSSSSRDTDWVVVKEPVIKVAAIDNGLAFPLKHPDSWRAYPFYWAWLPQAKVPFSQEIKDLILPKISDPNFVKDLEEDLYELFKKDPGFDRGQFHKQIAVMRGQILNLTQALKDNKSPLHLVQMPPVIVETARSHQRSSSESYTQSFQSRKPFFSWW
#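 PI4K2A activity was measured by ADP-Glo luminescence: enzyme (4 ug/mL stock) and phosphatidylinositol (1.2 mM stock) in Tris pH 7.5/MgCl2/EGTA/Triton X-100 buffer were reacted with ATP (300 microM stock) for one hour at ambient temperature.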
# RGS4 inh – human RGS4 inhibition; P49798; Potency, µM (doses to about 114 µM), for inactives: top-dose activity change, negative = inhibition, hits mostly inhibitors; 0.039% of 390,000 active; Transcreener GDP fluorescence polarization, RGS4-accelerated GTP hydrolysis; further: potency means the concentration at half of the fitted maximal effect; on the % scale 0 is the no-effect control and ±100 the full control effect; nearly all actives have a fitted effect of over 75% in size; some results filed as inactive show a strong effect at the top dose
#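 MLSMR compounds (23 nl, pin-transferred) preincubated 10 min at room temperature with a 500nM (2x) first reagent, then RGS4 at 900nM (2x) plus Transcreener GDP mix added; fluorescence polarization (620/688 nm) read before and after 90 min at 30 °C.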
# GLS inhibitor – inhibitors of human glutaminase (GLS); O94925; GLS enzymatic activity, qHTS titration; Potency, µM (doses to about 45.5 µM), inactives show at the highest dose activity change, negative = inhibition, usual class: inhibitors; 0.21% of 410,000 active; further: potency means the concentration at half of the fitted maximal effect; on the % scale 0 is the no-effect control and ±100 the full control effect
#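 Two-point fluorescence kinetic (t0, 30 min RT) for hKGA; glutamate detected via glutamate oxidase–HRP–Amplex Red. Substrate: 1 mM L-glutamine solution; buffer 45 mM KH2PO4, pH 8.2.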
# * hit, by the source's call; ? = inconclusive; nt = no result given; & = joins results of further samples; [ ] = remark or other dose. Unless noted, the call rests on the fitted dose curve; in most records, active means well fitted curve in the direction sought with a large enough effect; inconclusive means small, poorly fitted or top-dose-only effect, or another doubt; inactive means no such curve, though single readings can be large; an effect the other way counts as inactive or inconclusive.
G9a block	ERG-DNA inh	JMJD2A Tudor	BAZ2B block	HP1b chromo inh	ALOX12 inh	PI4K2A inh	RGS4 inh	GLS inhibitor	canonical_smiles
-7%	-1%	-15%	-3%	20%	-9%	-2	-7%	2%	Cc1ccc(-c2nc(N3CCOCC3)sc2C(=O)N2CCCCC2)cc1
1%	-10%	-2%	-2%	30%	9%	-5	13%	25%	Nc1nc(SCC(=O)N2CCCC2)[nH]c(=O)c1NC(=O)c1cccs1
-8%[12.7 µM]	nt	-9%	-8%	31%	7%	2	-13%	-4%	O=C(Nc1ccccc1N1CCN(c2ccccc2)CC1)c1cccc(F)c1
nt	9%	14%	nt	58%[activator]	26%	3	0%	-12%	C[C@H]1C(=O)N(c2ccccc2)[C@@H]1c1ccccc1
nt	13%	-11%	nt	21%	0%	-2	-11%	-30%	COc1ccc(-c2nnc(C(C)Nc3cccc(C(=O)NC4CC4)c3)o2)cc1 (stereo unspecified)
77%[activator]	-12%	52%[activator]	29%	110%[activator]	6.3µM*	1	-9%	2%	CC(C)c1ccc(NC(=O)CSc2nc3ccccc3nc2N2CCCC2)cc1
?	-14%	-5%	-2%	13%	0%	-6	5%	14%	CCC(=O)c1cn(CC(=O)OC)c2ccccc12
1%[59 µM]	4%	-30%	-6%	12%	?	0	3%	-4%	Cc1ccc(/C=C/C(=O)Nc2nc(-c3cccs3)ns2)cc1
?	-3%	-13%	?	?	-3%	-5	-19%	-9%	CC(NC(=O)COC(=O)/C=C/c1ccco1)c1ccccc1 (stereo unspecified)
23%[59 µM]	7%	-2%[57.1 µM]	0%	45%[activator]	-19%&-29%	-2	-9%[56.9 µM]	-8%	CC(=O)c1cnc(Nc2nc(C)c3ccc(C)cc3n2)nc1C
19%	-2%	-10%	-17%	27%	-2%	0	21%	0%	CCC(CC)C(=O)c1c[nH]c(C(=O)NCc2ccc(F)cc2)c1
5%[12.7 µM]	1%	-27%[57.1 µM]	-1%	-12%	1%	-6	-18%[56.9 µM]	9%	Cc1ccc(C(c2nnnn2C2CCCC2)N2CCN3CCCC3C2)cc1 (stereo unspecified)
7%	-10%	-9%	nt	38%	42%[activator]	-1	7%	-13%	CSc1nc(C)cc(Oc2ccc(OCC(N)=O)nn2)n1
-1%[2.33 µM]	1%	-10%	1%	6%	?	-2	4%	-2%	COc1ccc(NC(=O)c2cccc(S(=O)(=O)N3CCCC3)c2)cc1OC
8%[59 µM]	-4%	-1%	-2%	41%[activator]	151%[activator]	-5	-14%	8%	Cc1cccc(Oc2nc(-c3ccccc3)cc(C)c2S(C)(=O)=O)c1C
-18%	5%	-26%	-17%	-14%	-14%&-30%	2	-1%	6%	O=C(CCCc1c[nH]c2ccccc12)NCc1ccccc1F
?	9%	-34%	-9%	17%	?	-5	-16%	4%	Cc1ccsc1-c1nc(CSCC(=O)NCc2ccc3c(c2)OCO3)c(C)o1
9%	-13%	-20%	-1%	11%	0%	-5	10%	-5%	CCCN1CC(=O)N2Cc3[nH]c4ccccc4c3C[C@H]2C1=O
4µM*	5%	-12%	-15%	11%	-15%	-16	-30%	-20%	NNC(=O)c1ccc(CSc2n[nH]c(=O)[nH]c2=O)cc1
nt	13%	-23%	nt	17%	10%	1	-18%	-7%	Cc1ccc(S(=O)(=O)N(C)C)cc1NC(=O)C(C)OC(=O)c1ccc2c(=O)n3c(nc2c1)CCC3 (stereo unspecified)
17%	1%	1%	-14%	38%[activator]	-8%	-2	-8%	2%	CC(Cc1cccs1)NC(=O)Nc1ccc(F)cc1 (stereo unspecified)
18%[0.501 µM]	-3%	5µM*	28µM*	16µM*	1.3µM*	-9	?	?	Cn1c(=O)c2c([nH]c(=S)n2CCCc2ccccc2)n(C)c1=O
?	-5%	-28%	?	8%	-15%	4	22%	-15%	Cc1noc(NS(=O)(=O)c2ccc(NC(=O)c3cc(-c4ccccc4Cl)nc4ccccc34)cc2)c1C
-26%	12%	-8%	5%	15%	-12%	7	-7%	5%	CCCCCN(C(=O)CCC(=O)OCC(=O)N(C)Cc1ccccc1C)c1c(N)n(CCCC)c(=O)[nH]c1=O
nt	8%	-6%	-12%	53%[activator]	nt	0	7%	2%	C(=C\c1ccccc1)/C=N/Nc1ccc2nncn2n1
?	-3%	-8%	0%	40%[activator]	-13%	6	3%	2%	CCCCN1CC(c2nc3ccccc3n2CCCCOc2cccc(C)c2C)CC1=O (stereo unspecified)
-64%[59 µM]	-6%	1%	9%	37%[activator]	-13%	-2	-4%	-16%	CCOCCCn1c(=N)c(C(=O)NC(C)c2ccccc2)cc2c(=O)n3cccc(C)c3nc21 (stereo unspecified)
-1%	-3%	-19%	-1%	28%	-4%	0	-23%	-5%	COc1ccc(OC)c(NC(=O)CCCNC(=O)Cn2cnc3sc(C)c(C)c3c2=O)c1
?	nt	-28%	?	12%	8%	-4	0%	5%	Cn1cnnc1SCC(=O)Nc1ccc2nc(SCc3ccccc3F)sc2c1
nt	-7%	-18%	-7%	25%	38%	-6	-10%	-5%	COC(=O)c1cc(C)cc(=O)o1
?	3%	-16%	-30%	15%	-11%	-8	-18%	4%	CCOC(=O)N1CCN(c2nc(SC)nc3sc4c(c23)CC(C)(C)OC4)CC1
-1%	5%	-20%	4%	13%	-1%	6	1%	2%	Cc1ccc2cc(CN(CC3CCCO3)S(=O)(=O)c3cccc4nsnc34)c(=O)[nH]c2c1 (stereo unspecified)
nt	16%	-10%	nt	68%	14%[57.4 µM]	-15	-17%	0%	O=C(NCCc1ccc(Cl)cc1)C1CC(=O)N(C2CCCCC2)C1 (stereo unspecified)
14%[12.7 µM]	4%	12%	6%	30%	-1%	-1	-23%	2%	C/C(=N/OCC(=O)Nc1ccc(C)cc1C)c1cccs1
46%	-5%	28%	29%	65%[activator]	?	-1	9%	0%	CN(Cc1ccccc1)C(=O)COc1ccc(C(C)(C)C)cc1
2%[59 µM]	9%	-7%	0%	12%	-20%	-2	-1%	-10%	CN1c2ccc(Cl)cc2-c2nc(SCC(=O)Nc3cc(F)ccc3F)ncc2S1(=O)=O
-12%	-12%	-12%	-1%	20%	-30%	2	0%	19%	COc1ccc(O)c(/C=C(\C#N)C(=O)Nc2ccccn2)c1
7%[12.7 µM]	0%	-9%	4%	47%[activator]	-5%	5	30%	-1%	CCOCCCNC(=O)c1c(-c2ccccc2)noc1C
-5%[59 µM]	-8%	-3%	3%	28%	18%	-2	22%	7%	Nc1cc[n+](CC(=O)c2ccccc2)cc1
nt	-1%	50µM*	25µM*	-19%	?	2	-3%	-2%	COC(=O)c1sc(NC(=S)NNC(=O)c2c(Br)c(C)nn2C)c(C(=O)OC)c1C
14%	-3%	?	-27%	6%	2%	1	14%	-1%	Cc1oc2c(C)c3oc(=O)c(CCC(=O)N4C[C@H]5C[C@@H](C4)c4cccc(=O)n4C5)c(C)c3cc2c1C
-7%	18%	-5%	-1%	21%	-1%	-3	24%	12%	CCN(CC)S(=O)(=O)c1ccc(-c2nnc(SCC(C)=O)o2)cc1
-21%	-2%	-1%	10%	16%	4%&0%	7	31%	1%	CC(=O)OCCNC(=O)c1cccnc1
9%	0%	-13%	7%	14%	-2%	8	18%	1%	O=C(CSc1nc2ccsc2c(=O)n1Cc1ccccc1)NCC1CCCO1 (stereo unspecified)
-25%[59 µM]	0%	-11%	-12%	31%	-13%	-4	15%	-16%	COc1cccc(CNCCCSc2nnnn2C)c1
-16%	-7%	-15%	0%[57.1 µM]	62%[activator]	2%	4	-13%[56.9 µM]	-13%	COc1ccc(NC(=O)c2sc3nc(N4CCOCC4)c4c(c3c2N)CC(C(C)C)OC4)c(OC)c1 (stereo unspecified)
3%[59 µM]	1%	-6%	5%	47%[activator]	-12%	6	8%	-12%	COc1ccc(N(C(=O)c2cccc(C)c2)S(=O)(=O)c2ccc(C)cc2)cc1
?	1%	-31%	?	13%	-12%	-3	?	1%	Cc1ccc(NC(=O)c2nc(S(=O)(=O)Cc3cccc(C)c3)ncc2Cl)cc1
35µM*	-3%	-21%	-8%	32%	?	0	-17%	11%	CCc1c(C)sc(NC(=O)/C=C/C(=O)O)c1C(N)=O
-22%	1%	-18%	-1%	7%	-4%	-2	6%	9%	OCCN(CCCn1c(-c2ccncc2)nc2ccccc21)c1nc(CN2CCCCC2)cs1
4%[59 µM]	-3%	-1%	0%	48%	-20%	1	5%	-5%	O=C(NC(=O)c1ccc(Cl)c(Cl)c1)OC1CCS(=O)(=O)C1 (stereo unspecified)
18%[0.0925 µM]	-4%	26%	15%	70%[activator]	-24%	2	17%	-5%	Cn1nc(C(F)(F)F)c(C(=O)Nc2ccc(F)cc2F)c1Sc1cccc(Cl)c1
-39%[12.7 µM]	-11%	-2%	7%	63%[activator]	-15%	-1	-10%	-13%	COc1cccc(C2=NN(C(=O)c3ccccc3)C(O)(C(F)(F)F)C2)c1 (stereo unspecified)
-11%	8%	-10%	8%	25%	0%	-1	15%	16%	CCC(C)NC(=O)c1cc(Cl)ccc1OC (stereo unspecified)
14%[12.7 µM]	-5%	-15%	0%	17%	0%	-4	-20%	13%	O=C(CSc1ncnc2sccc12)N1CCN(C(=O)c2cccs2)CC1

# Compound activity from PubChem.

# This is a subset. The share of hits here may be higher or lower than overall.
